# M5 ag: agonists of human muscarinic M5 receptor (CHRM5) | P08912 | CHO-K1 hM5 cells, Fluo-8 calcium fluorescence; 0% DMSO wells, 100% maximal acetylcholine response | activation, % at 3 µM | 360,000 compounds, 0.19% hits | AID 624037;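 active means activation above the run's mean over test compounds plus 3 SD, cut at about 23% in these data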;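 further: signal is peak over basal fluorescence ratio across the kinetic read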
# Target sequence (P08912 whole entry, looked up): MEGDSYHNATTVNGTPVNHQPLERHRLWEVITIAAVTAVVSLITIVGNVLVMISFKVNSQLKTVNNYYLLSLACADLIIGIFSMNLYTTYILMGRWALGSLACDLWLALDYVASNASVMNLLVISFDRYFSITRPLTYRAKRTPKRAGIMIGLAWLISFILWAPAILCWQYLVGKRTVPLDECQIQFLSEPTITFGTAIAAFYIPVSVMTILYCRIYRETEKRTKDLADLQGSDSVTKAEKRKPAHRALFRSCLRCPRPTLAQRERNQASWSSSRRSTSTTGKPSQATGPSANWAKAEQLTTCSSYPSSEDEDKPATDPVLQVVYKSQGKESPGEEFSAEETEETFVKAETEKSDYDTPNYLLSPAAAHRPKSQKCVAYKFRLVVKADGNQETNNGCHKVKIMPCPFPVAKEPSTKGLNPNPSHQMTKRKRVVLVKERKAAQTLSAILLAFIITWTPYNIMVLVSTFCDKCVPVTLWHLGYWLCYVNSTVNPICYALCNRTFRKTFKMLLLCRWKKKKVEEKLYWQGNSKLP
# CHRM5 antagonist: antagonists of human muscarinic M5 receptor (CHRM5). CHO-hM5 cells, Fluo-8 calcium fluorescence, ACh EC80. P08912. 360,000 compounds, 0.59% hits. inhibition, % at 3 µM;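 active means inhibition above a per-plate cutoff, the mean of that plate's test compounds plus 3 SD, cut at about 27% in these data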;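 further: 0% = acetylcholine EC80 with DMSO and 100% = DMSO without agonist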
# CHRM5 PAM: CHRM5 positive allosteric modulation; 360,000 compounds, 0.3% hits; CHO-K1 hM5, Fluo-8 calcium, ACh EC20 PAM; 0% = ACh EC20, 100% = ACh EC100; activation, % at 3 µM; P08912;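 active means activation above the run cutoff, the mean activation of all test compounds plus 3 SD, cut at about 18% in these data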
#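 System – CHO-K1 hM5 cells · Compound – 3 µM, single dose · Incubation – compound preincubation 140 s before EC20 acetylcholine addition · Technique – Fluo-8 calcium fluorescence · Measure – Max/basal fluorescence ratio as % of EC20–EC100 ACh window · Benchmarks – low control EC20 acetylcholine (0%), high control EC100 acetylcholine (100%) · Replication – singlicate, one well per test compound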
# M4 antag: CHRM4 antagonism in calcium assay. CHO-hM4 cells, ACh EC80, Fluo-8 calcium fluorescence. inhibition, % at 3 µM. 360,000 compounds, 0.73% hits. AID 624125;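 active means inhibition above its plate's cutoff, the mean inhibition of sample wells plus 3 SD, cut at about 27% in these data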;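 further: 0% = acetylcholine EC80 with DMSO and 100% = DMSO without agonist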
# Target sequence (P08173 whole entry, looked up): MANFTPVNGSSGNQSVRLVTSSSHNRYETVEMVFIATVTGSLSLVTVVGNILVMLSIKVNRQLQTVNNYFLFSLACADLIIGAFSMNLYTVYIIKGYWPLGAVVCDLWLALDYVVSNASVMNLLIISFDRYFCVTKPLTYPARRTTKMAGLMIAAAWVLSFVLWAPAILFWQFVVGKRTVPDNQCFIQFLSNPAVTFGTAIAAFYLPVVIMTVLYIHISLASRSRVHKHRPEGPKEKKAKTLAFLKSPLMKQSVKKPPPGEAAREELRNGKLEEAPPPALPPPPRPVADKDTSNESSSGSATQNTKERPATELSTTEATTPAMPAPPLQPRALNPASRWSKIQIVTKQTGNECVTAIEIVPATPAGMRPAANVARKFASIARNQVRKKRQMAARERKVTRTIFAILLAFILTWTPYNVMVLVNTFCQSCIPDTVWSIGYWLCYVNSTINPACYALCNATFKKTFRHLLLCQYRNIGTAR
# CHRM1 PAM: human CHRM1 positive allosteric modulation. P11229. CHO-K1 hM1, Fluo-8 calcium fluorescence, ACh EC20; 0% = ACh EC20, 100% = maximal ACh. activation, % at 3 µM. 360,000 compounds, 0.088% hits. AID 588819; in the data active means activation above about 19%, passing the limit was not always enough
# M4 PAM: CHRM4 positive allosteric modulation | CHO-K1 hM4/Gqi5, Fluo-8 calcium fluorescence, ACh EC20; 0% = ACh EC20, 100% = maximal ACh | activation, % at 3 µM | 360,000 compounds, 0.4% hits;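 active means activation above its plate's cutoff, the mean activation of sample wells plus 3 SD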; further: some results filed as inactive read as strong as hits
# CRFBP-R2 agonist: agonists of human CRF-binding protein/CRF-R2 receptor complex; HEK293 CRF-R2/CRF-BP, calcium dye fluorescence (FLIPR); percent of saturating CRF peptide response; AID 588473; 350,000 compounds, 0.46% hits; activation, % at 13.2 µM;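 active means activation of at least 50%, plus an integration ratio under a set limit after plate pattern correction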;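 further: plate controls were neutral control wells without compound for no effect and CRF at EC100 for full effect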
# CHRM1 antagonist: blocks human M1 muscarinic receptor. inhibition, % at 3 µM. 360,000 compounds, 1.3% hits. P11229. CHO-K1 hM1, Fluo-8 calcium fluorescence, ACh EC80 antagonist;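 active means percent inhibition above its own plate's cutoff, namely the mean of that plate's compound wells plus 3 SD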;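 further: peak over basal fluorescence ratio during 140 s after agonist addition; 0% = ACh EC80 plus DMSO and 100% = DMSO alone without agonist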
# CHRM4 agonist: agonists of human muscarinic M4 receptor (CHRM4) | P08173 | CHO-K1 hM4/Gqi5, Fluo-8 calcium fluorescence; vehicle 0%, full acetylcholine response 100% | activation, % at 3 µM | 360,000 compounds, 0.14% hits | AID 624127;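 active means activation above the run mean over all test wells plus 3 SD, cut at about 32% in these data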;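 further: peak over basal fluorescence ratio per well then scaled between controls; 0% = DMSO wells and 100% = acetylcholine at EC100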
# Numbers without * were called inactive; / = no result given.
SMILES,M4 antag,CHRM1 antagonist,CRFBP-R2 agonist,CHRM4 agonist,CHRM5 PAM,M4 PAM,CHRM5 antagonist,M5 ag,CHRM1 PAM
O=C(NCc1ccco1)C1C(=O)Nc2ccccc2C(=O)N1C1CCCCC1 (centres undefined),4,/,/,2,0,3,5,1,/
CC(=O)c1ccc(OCc2cc(C(=O)N(C)CCOc3ccc(C)cc3)no2)cc1,5,9,-1.6,14,-11,-9,1,4,-4
COc1ccc(OC)c(CN2CCN(c3ccc(S(=O)(=O)N4CCCC4)cn3)CC2)c1,-14,2,-1.0,2,1,8,8,-10,-1
CC(=O)c1ccc(-n2nnnc2SCC(=O)Nc2cccc(NC(=O)c3ccco3)c2)cc1,-1,6,0.5,14,-16,-15,9,6,-1
COc1ccc(CCNc2c(N)n(Cc3ccccc3)c(=O)[nH]c2=O)cc1OC,-2,-5,-1.9,2,-1,9,-4,-1,8
Cc1ccc(NC(=O)CCc2c(C)nn(-c3ccc(N4CCOCC4)nn3)c2C)cc1F,-11,3,-1.3,6,-7,-3,8,2,-4
C/C(CC(=O)Nc1ccccn1)=N\NC(=O)c1ccccc1O,-18,-8,1.0,1,-5,5,-1,0,6
N#C/C(=N\Nc1ccc(S(=O)(=O)N2CCc3ccccc32)cc1)C(N)=S,8,11,-2.3,9,-19,-6,21,4,-12
COc1cc(/C=C2\S/C(=N/S(=O)(=O)Cc3ccccc3)NC2=O)c([N+](=O)[O-])cc1OC,0,-19,2.7,0,-8,-2,10,1,14
COc1ccc(CNC(=O)CN(C)Cc2ccc(C(C)(C)C)cc2)cc1,-4,-10,-0.3,2,2,1,4,-4,7
CN(C)c1ccc(/C=N/NC(=O)C[n+]2ccccc2)cc1,3,-11,2.1,1,-1,-2,12,-7,9
CNc1nc2ccccc2n1/N=C/c1cccc(OC)c1OC,-4,0,-0.2,1,-10,-8,15,-8,-6
Cc1[nH]n(-c2cccc(Cl)c2)c(=O)c1-c1ccc(Cl)cc1,-4,-11,39,7,-7,-4,-1,7,-11
CC(C)(C)OC(=O)CNC(=O)c1[nH]cnc1C(=O)NC(c1ccccc1)c1ccccc1,-3,6,-0.3,1,-14,-3,9,0,-4
CCc1nc(NCCc2ccccn2)c2nnn(Cc3ccccc3F)c2n1,-14,1,-0.5,5,-3,-2,0,-2,5
COc1ccc(C(=O)N2CCn3c(C)ccc3C2C)cc1 (centres undefined),2,2,-0.8,1,5,-7,-4,1,7
OC[C@H]1OC(O)[C@@H](O)[C@@H](O)[C@@H]1O (some centres undefined),-7,-10,-1.1,1,-5,-2,3,1,-4
COc1ccccc1C1=NOC(COC(=O)c2ccc3ccccc3n2)C1 (centres undefined),-7,3,-0.6,8,-6,-5,-1,4,1
Cc1cc(/C=C2/SC(=O)N(CC(=O)N3CCCC3)C2=O)ccc1N1CCOCC1,-11,-2,5.8,1,11,2,-2,1,8
Cc1ccc(Cn2c(=N)n(CC(=O)c3ccc([N+](=O)[O-])cc3)c3ccccc32)cc1,2,-1,3.0,0,2,0,-6,0,6
CCOC(=O)Cn1cc(C#N)c2cccc(CC)c21,-4,0,-6.0,-1,-3,-6,-4,-6,-1
COc1ccc(-c2cc(C#N)nc(Oc3ccc(Cl)cc3)n2)cc1,-9,-4,-0.6,0,6,9,-5,-1,1
COc1ccc(-c2nc(CS(=O)CC(=O)NCc3ccc(C)cc3)c(C)o2)cc1OC (centres undefined),4,-16,-3.0,0,3,0,7,-2,23
CC1CN(CCC(=O)Nc2ccc3c(c2)CCC3)CC(C)O1 (centres undefined),9,-33,-0.1,1,-5,5,3,2,12
CCCNC(=O)COC(=O)/C=C/c1ccco1,5,-5,-1.6,0,-6,-2,2,-1,3

# The last 2 compounds of the part above open the next one:
SMILES,M4 antag,CHRM1 antagonist,CRFBP-R2 agonist,CHRM4 agonist,CHRM5 PAM,M4 PAM,CHRM5 antagonist,M5 ag,CHRM1 PAM
CC1CN(CCC(=O)Nc2ccc3c(c2)CCC3)CC(C)O1 (centres undefined),9,-33,-0.1,1,-5,5,3,2,12
CCCNC(=O)COC(=O)/C=C/c1ccco1,5,-5,-1.6,0,-6,-2,2,-1,3
COCCCN1C(=O)C(=O)/C(=C(/O)c2ccccc2)C1c1ccc2c(c1)OCO2 (centres undefined),11,-7,0.1,0,0,-7,3,3,-1
CC1CCN(C(=O)COc2ncnc3ccccc23)CC1,-1,-3,-0.5,3,1,3,6,0,6
Cc1c(C(C)CCCO)oc(=O)c2c1Oc1c(C)c(C(C)C[C@H](C)O)oc(=O)c1C2 (some centres undefined),-13,-11,-1.6,4,12,19,-1,4,20
COc1ccc(Cc2nnc(SCC(=O)Nc3ccc(C)c(C)c3)o2)cc1OC,8,-5,-1.1,4,-3,-11,19,0,7
Cn1nc(C(F)(F)F)c(/C=N/OC(=O)c2ccc(Cl)cc2)c1Cl,5,-7,-0.1,1,-1,-5,3,0,6
Cc1cccc(NC(=S)/N=C(\N)Nc2nc(C)c3cc(C)ccc3n2)c1,2,-7,0.8,-2,-5,-14,-5,-5,-1
O=C(COC(=O)C1CCN(c2ccc(C(F)(F)F)cn2)CC1)Nc1ncc(Cl)cc1Cl,-9,0,1.1,0,-3,9,6,0,7
CC(C)OCC(O)CS(=O)Cc1ccccc1 (centres undefined),-2,-27,2.9,2,1,8,-2,1,8
O=C(COc1ccccc1Cl)NCCCNC(=O)c1cccnc1,0,-2,-0.3,1,-2,3,-1,1,6
CCCN1CCN(C(=O)C2CCN(S(=O)(=O)c3ccc4c(c3)oc(=O)n4C)CC2)CC1,-12,-13,0.8,0,-5,5,5,-1,7
CC(C)C(NS(=O)(=O)c1cccs1)C(=O)NCc1ccccc1Cl (centres undefined),-1,-10,-4.3,1,9,11,-13,1,3
COc1ccc(-c2nc(CSCC(=O)NCCCN3CCCC3=O)c(C)o2)cc1OC,3,-4,1.8,0,-4,-3,12,-5,2
CCN(CC)CCNc1nc(-c2ccccc2)c2c(c1C#N)CC(C)(C)OC2,6,11,-2.0,2,-8,-1,8,-7,-10
CC(=O)Nc1ccc(NC(=O)C/C(C)=N/NC(=O)COc2cc(C)c(Br)cc2Br)cc1,-4,1,-0.5,1,1,7,12,-2,4
CSC1=NCCN1S(=O)(=O)c1ccc(F)cc1,-3,-15,0.3,0,1,0,3,0,10
CCOc1ccc(CC(=O)NCCc2cnc[nH]2)cc1,7,4,-0.8,1,-5,3,7,0,0
O=C(N/N=C/c1cccn1-c1ccc(O)cc1)c1cccc2ccccc12,0,4,0.8,5,-6,-3,11,-4,-4
Cc1ccc(Oc2ccc(N)cc2)cc1,4,-5,-0.8,1,2,10,4,-3,8
CCC1(CC)C(=O)C(C)(C)C(=O)OC1c1ccccn1 (centres undefined),8,-33,-0.3,0,-3,-3,-1,-4,7
COc1ccc(C)cc1NC(=O)NCc1ccccn1,-13,0,3.2,2,-6,6,8,0,-1
O=C(NC1CCCCC1)C1CCN(S(=O)(=O)c2cccc3nonc23)CC1,-16,-13,0.3,0,-2,2,4,-1,12
Cc1cc2c(C)nc3ccccc3c2o1,0,-28,-1.6,2,-2,2,-2,0,5
O=C(O)c1cccc(S(=O)(=O)N2Cc3ccccc3C2)c1,-1,-8,2.3,1,-2,6,2,-1,7
O=C1C(c2c(O)[nH]c3ccccc23)=Nc2ccccc21,-13,-23,0.3,3,0,0,-3,1,1
CN1C(C(=O)NCc2ccco2)CC2Cn3c(nc4ccccc43)C21 (centres undefined),7,-6,0.9,1,6,16,8,4,16
Cc1ccc(C(=O)NNC(=O)c2cc3cc4ccccc4nc3s2)cc1,-9,-9,1.8,0,1,13,6,-2,5
CCOc1nc(Nc2ccc(OC)cc2)nc(OCC)n1,2,-1,-3.8,-1,-1,-2,-3,-9,2
Cc1ccc(C(=O)N/N=C/c2cccc3ccccc23)cn1,9,-16,-1.2,1,-3,5,6,-2,7
CC1CCN(S(=O)(=O)c2ccc(NC(=O)CN3CCN(C)CC3)cc2)CC1,1,5,0.4,0,-3,-1,-9,-5,-7
COc1cc2c(cc1NC(=O)c1cccnc1)oc1ccccc12,-3,-1,-1.0,2,3,4,-3,-2,4
CN1CCN(C(=O)C(=O)c2cn(CC(=O)N3CCCC3)c3ccccc23)CC1,-2,-5,-0.9,1,8,8,-6,2,5
COc1ccc(N2CCN(C(=O)c3cccc(NC(=O)c4ccco4)c3)CC2)cc1,-4,8,0.0,8,-5,-5,6,2,-4
CCOC(=O)c1c(-c2ccccc2)nc2ccccn12,18,-5,-1.3,0,-4,2,11,-1,2
CCOc1ccc(NS(=O)(=O)c2ccc(C(=O)N3CCC3)cc2)cc1,2,5,0.0,6,-6,-1,3,3,2
O=C(CN1C(=O)c2ccccc2S1(=O)=O)N1CCOCC1,10,-8,0.1,0,1,8,1,1,3
COC(=O)C(=Cc1ccncc1)c1cccc2ccccc12,-8,-19,-4.7,-1,-3,-2,-5,-2,10
CCCn1nnc(NC(=O)c2ccc(-c3cccc(Cl)c3)o2)n1,-4,-7,-1.4,8,7,-1,-2,-2,6
CC(O)[C@H]1CC[C@H]2[C@@H]3CC[C@H]4C[C@@H](O)CC[C@]4(C)[C@H]3C(=O)C[C@]12C (some centres undefined),8,1,6.5,3,3,-4,13,4,3
Nn1c(Nc2ccccc2)nc2ccccc21,4,-11,1.1,2,-6,-3,5,2,9
Cc1ccc(OCC(=O)Nc2cccc(S(=O)(=O)N3CCCC3)c2)cc1C,-2,3,0.9,8,-3,-9,0,2,-2
CCOC(=O)C1CCCN(C2CC(=O)N(c3cccc(C(F)(F)F)c3)C2=O)C1 (centres undefined),1,40*,2.8,2,-9,0,11,19,-22
CN1C(c2ccccc2)=NO[C@]1(C)c1ccccc1,-5,-4,0.6,0,7,3,0,1,3
Cc1cc(C)cc(NC(=O)C2C3C=CC4(O3)C2C(=O)N(CCCN2CCCCC2)C4C(=O)NC2CCCCC2)c1 (centres undefined),6,0,-0.6,0,-4,-5,12,-2,2
O=C(c1cc(COc2ccc(-n3cncn3)cc2)on1)N1CCCC1,7,5,0.4,3,-5,-2,8,3,0
COc1cccc(C(=O)Oc2ccccc2/C=C\C(=O)c2cc3ccccc3o2)c1,7,2,1.4,1,-9,-10,15,9,3
CNC(=O)COc1ccc2oc3c(c2c1)CCCC3,-3,-15,0.1,1,6,2,1,-5,7
CCC(=O)Nc1nonc1-c1nc2ccccc2n1Cc1cccc2ccccc12,-12,0,3.5,-1,-5,0,-3,-11,2
Cc1ccnc(NC(=O)CCC(=O)N(CC(=O)NCc2ccc(F)cc2)Cc2ccccc2)c1,-3,-4,-1.1,7,-2,-3,6,-1,2

# High-throughput results from PubChem BioAssay.
